Screening results (PubChem)
Tau fibril FP: blocks human tau fibril formation measured by polarization | Potency, µM (series often up to 57.7 µM), for inactives: at the top dose activity, negative = inhibition, hits mostly inhibitors | 280,000 tested, 0.39% active | P10636 | K18 P301L tau heparin fibrillization, Alexa594 FP, 6 h; further: on the % scale 0 is the no-effect control and ±100 the full control effect; nearly all actives have a fitted effect of over 55% in size
Target sequence (P10636 561-689 P618L limits assumed): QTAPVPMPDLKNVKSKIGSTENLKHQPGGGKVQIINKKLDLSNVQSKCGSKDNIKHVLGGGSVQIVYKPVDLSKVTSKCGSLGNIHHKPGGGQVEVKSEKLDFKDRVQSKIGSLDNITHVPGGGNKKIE
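Read-out: fluorescence polarization of Alexa 594-labeled tau (0.24 uM), 555 nm excitation, 632 nm emission. Mixtures held 15 uM unlabeled K18 P301L, compound and 20 uM heparin, pH 7 acetate buffer, incubated 6 hr at 37 C.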
GAA inhib: blocks human lysosomal alpha-glucosidase. purified human GAA, 4-MU-alpha-glucoside fluorescence. 200,000 tested, 0.005% active. Potency, µM (highest dose often 76.9 µM), for the others: at the highest dose activity change, negative = inhibition, most hits filed as inhibitors. P10253;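 further: plate controls were uninhibited enzyme wells for no effect and no-enzyme background for full effect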
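Human alpha-glucosidase, 4 nM, pre-mixed with test compounds before 400 uM 4-methylumbelliferyl substrate; 20 min room temperature at pH 5.0. Fluorescence read after pH 10 stop; AC50 values from Hill-equation fits.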
HTT ATP protect: Huntington cell model cytoprotection by ATP luminescence; PC12 HTT-Q103 induced, cytoprotection, ATP luminescence, 40 h; Potency, µM (doses to about 56.4 µM), without a hit: cytoprotection (ATP increase), hits mostly activators; 230,000 tested, 0.14% active; AID 1471;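 further: % of control where 0% means no effect; nearly all actives have a fitted effect of over 45% in size; toxic huntingtin expression switched on by the ecdysone agonist tebufenozide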
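Huntington model: PC12 line, ecdysone-inducible HTTQ103 exon1–GFP, tebufenozide 100 nM. Test articles in a dose series. Endpoint luminescence from cellular ATP.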
Tau fluor cs: counter-screen for tau fibril formation inhibitors. tau K18 P301L Alexa594 fluorescence, heparin fibrillization. Potency, µM (titrated, usually from 57.7 µM), inactives show at the highest dose activity change, negative = decrease. 280,000 tested, 0.93% active; further: on the % scale 0 is the no-effect control and ±100 the full control effect; nearly all actives have a fitted effect of over 55% in size
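Human tau K18 P301L (15 uM unlabeled, 0.24 uM Alexa 594-labeled) in 100 mM sodium acetate pH 7 with 20 uM heparin, 6 hr at 37 C. ThT 30 uM added, 1 hr ambient; Alexa 594 FP and total fluorescence read at 555/632 nm.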
GAA glycogen: GAA glycogen-cleavage inhibition or activation. 300,000 tested, 0.38% active. AID 2100. recombinant GAA, glycogen substrate, Amplex Red glucose oxidase fluorescence. P10253. Potency, µM (titrated, usually from 76.4 µM), for inactives: at the top dose activity change, negative = inhibition, most hits filed as inhibitors;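 further: 0% = full enzyme reaction and -100% = no-enzyme basal signal; the screen sought inhibitors and activators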
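Recombinant enzyme (4 nM final) with compounds titrated up to 77 uM and bovine liver glycogen (30 ug) in citrate pH 5.0, 0.01% Tween-20, 37 C 40 min. Released glucose detected by Amplex Red/glucose oxidase (Ex 573/Em 610); AC50 from Hill fits.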
aGal spleen mod: alpha-galactosidase A (human) modulation; P06280; Potency, µM (series often up to 80 µM), without a hit: top-dose activity change, negative = inhibition, actives largely listed as inhibitors; human spleen homogenate, 4MU-alpha-Gal fluorescence, 40 min; 240,000 tested, 0.008% active;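 further: 0% = enzyme with vehicle and -100% = no enzyme basal signal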
Target sequence (P06280 32-429 limits assumed): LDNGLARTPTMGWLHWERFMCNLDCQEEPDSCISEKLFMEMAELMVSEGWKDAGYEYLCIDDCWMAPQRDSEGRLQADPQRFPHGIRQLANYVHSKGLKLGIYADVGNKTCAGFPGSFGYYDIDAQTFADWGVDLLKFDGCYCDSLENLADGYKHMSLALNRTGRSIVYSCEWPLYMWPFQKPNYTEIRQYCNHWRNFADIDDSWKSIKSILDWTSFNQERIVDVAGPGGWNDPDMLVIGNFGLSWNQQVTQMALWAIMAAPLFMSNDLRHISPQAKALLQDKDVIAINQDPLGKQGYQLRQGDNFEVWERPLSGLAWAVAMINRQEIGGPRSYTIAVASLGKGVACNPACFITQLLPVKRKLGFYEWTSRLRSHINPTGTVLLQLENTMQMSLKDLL
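Fluorogenic readout (Ex 365/Em 440 nm) of 4-methylumbelliferone released from 1 mM 4-MU-alpha-galactoside by spleen homogenate, 40 min at 37C, pH 5.0. Data normalized to no-enzyme and enzyme controls; Hill-equation AC50 from compound titrations.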
GAA spleen mod: inhibits or activates alpha-glucosidase in human spleen homogenate. P10253. human spleen homogenate, 4-MU-alpha-glucoside fluorescence. Potency, µM (doses to about 79.9 µM), without a hit: top-dose activity change, negative = inhibition, most hits filed as inhibitors. 240,000 tested, 0.006% active;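 further: 0% = enzyme with vehicle and -100% = no enzyme basal signal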
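Enzyme source: human spleen homogenate, 1 ug/well. Buffer 50 mM citric acid/K phosphate pH 5.0, 0.01% Tween-20. 4-MU-alpha-glucoside 1 mM; 37 C x 40 min; NaOH/glycine stop; fluorescence.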
Tau fibril ThT: inhibitors of human tau fibril formation, thioflavin T binding; Potency, µM (series often up to 57.4 µM), inactives show at the top dose activity, negative = inhibition, actives largely listed as inhibitors; AID 1460; recombinant tau K18 P301L (four-repeat tau fragment), heparin-induced fibrillization, ThT fluorescence; 270,000 tested, 2.1% active; further: on the % scale 0 is the no-effect control and ±100 the full control effect; nearly all actives have a fitted effect of over 55% in size
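Heparin-induced fibrillization of the P301L-mutant K18 repeat-domain fragment of human tau was followed by ThT binding in quantitative high-throughput format.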
* hit, by the source's call; ? = inconclusive; . = no result given; & = joins results of further samples; [ ] = another dose, or the depositor's remark. The call rests on the fitted dose curve; in most records, active means well fitted curve in the direction sought with a large enough effect; inconclusive means small, poorly fitted or top-dose-only effect, or another doubt; inactive means no such curve, though single readings can be large; an effect the other way counts as inactive or inconclusive. Potency means the concentration at half of the fitted maximal effect.

smiles,Tau fibril FP,GAA inhib,HTT ATP protect,Tau fluor cs,GAA glycogen,aGal spleen mod,GAA spleen mod,Tau fibril ThT
CC[C@H](C)[C@H](NC(=O)[C@H](C)NC(=O)[C@H](CC(N)=O)NC(=O)[C@H](CCCCN)NC(=O)[C@H](Cc1ccccc1)NC(=O)[C@H](CC(C)C)NC(=O)[C@@H](NC(=O)[C@@H](NC(=O)[C@H](CC(C)C)NC(=O)[C@@H]1CCCN1C(=O)[C@@H](NC(=O)[C@H](CCC(N)=O)NC(=O)[C@H](CO)NC(=O)[C@H](CCCCN)NC(=O)[C@H](CCC(=O)O)NC(=O)[C@H](CO)NC(=O)[C@@H](NC(=O)[C@H](CCSC)NC(=O)[C@H](Cc1ccccc1)NC(=O)CNC(=O)CNC(=O)[C@@H](N)Cc1ccc(O)cc1)[C@@H](C)O)[C@@H](C)O)C(C)C)[C@@H](C)O)C(=O)N[C@H](C(=O)N[C@@H](CCCCN)C(=O)N[C@@H](CC(N)=O)C(=O)N[C@@H](C)C(=O)N[C@@H](Cc1ccc(O)cc1)C(=O)N[C@@H](CCCCN)C(=O)N[C@@H](CCCCN)C(=O)NCC(=O)N[C@@H](CCC(=O)O)C(=O)O)[C@@H](C)CC,-4%,.,-13%,-2%,.,-13%&0%,3%&9%,5%
COc1ccc(NS(=O)(=O)c2ccc(OC)c(OC)c2)cc1OC,-3%,-3%,-6%[10 µM],0%,2%,2%,3%,-3%
CCNC(=S)N1CCN(Cc2ccc3c(c2)OCO3)CC1,3%,-5%,0%[10 µM],2%,2%,-7%,-5%,-6%
COC(=O)c1cc(OC)c(OC)cc1NC(=O)Nc1ccc(OC)cc1OC,0%,?,-8%,-12%,2%,?,9%,-10%
CC(=O)c1cccc(NC(=O)N2CCCC2C(=O)Nc2cccc(C)c2C)c1 (stereo unspecified),4%,-2%,-21%[10 µM],5%,14%,-1%,8%,-1%
Cc1cc(C(=O)CN2C(=O)NC3(CCCCC3)C2=O)c(C)n1Cc1ccc2c(c1)OCO2,12%,-20%,-7%[10 µM],-9%,-17%,5%,2%,-11%
Cc1ccc(C(=O)NCCSCc2ccccc2)cc1[N+](=O)[O-],-9%,1%,15%[0.074 µM],-24%,3%,-10%,-8%,-11%
CCCc1cc(=O)n2[nH]c(-c3ccc(Br)cc3)cc2n1,1%,-2%,-11%[10 µM],-13%,-7%,-6%,-1%,-10%
CCOC(=O)c1c(NC(=O)COC(=O)Cn2c(C(F)(F)F)nc3ccccc32)sc(C)c1C,-7%,-4%,-14%,-12%,0%,2%,-5%,-13%
O=S(=O)(Nc1cccnc1)c1ccccc1,1%,12%,-25%,-5%,1%,-11%,-2%,-1%
O=C(NCc1cccc(Cl)c1)c1cccnc1,4%,-9%,-2%[0.074 µM],2%,-2%,2%,4%,-3%
CS(=O)(=O)N(CC(=O)N1CCc2ccccc2C1)Cc1ccccc1,5%,-7%,-5%,-7%,6%,5%,-14%,-4%
Fc1ccc(CSc2ccc3nnc(-c4cccs4)n3n2)cc1,-6%,-6%,-12%[10 µM],5%,12%,-27%,-9%,1%
CCOC(=O)N1CCN(C(=O)N2CCOCC2)CC1,-1%,-4%,5%,7%,0%,-3%,2%,5%
Cc1cnc(NC(=O)C(C)N2CCN(C)CC2)s1 (stereo unspecified),-1%,6%,10%[10 µM],0%,-3%,-3%,-4%,-6%
CC1=CC=CN2CC(O)CN=C12 (stereo unspecified),1%,5%,-1%,-3%,4%,-2%,-13%,3%
O=C(Cc1cccc2ccccc12)Nc1ccc(OC(F)F)c(Cl)c1,?,-8%,23%[0.074 µM],?,-12%,4%,-8%,4%
O=C(CN1CCc2ccccc2C1)N1CCN(S(=O)(=O)c2ccccc2)CC1,5%,?,-18%[10 µM],-4%,-7%,4%,-10%,-6%
CCC(=O)N1CCc2cc(Br)cc(S(=O)(=O)N3CCCC(C(=O)NCc4ccc(OC)cc4)C3)c21 (stereo unspecified),0%,.,.,-12%,13%[76.3 µM],.,.,-1%
Cc1nn(C)cc1C1C2=C(CC(C)(C)CC2=O)OC2=C1C(=O)CC(C)(C)C2,-3%,-7%,44%[10 µM],0%,-9%,8%,2%,-7%
CCOc1ccc(NC(=O)CS(=O)CC(=O)NC2CCCc3ccccc32)cc1 (stereo unspecified),0%,-2%,-6%[10 µM],-1%,7%,0%,0%,-4%
CCC(=O)N1CCN=C1SCc1ccc(Cl)cc1,-1%,-7%,10%[1.9 µM],-3%,-16%,-9%,-11%,-7%
NNC(=O)c1ccc(-c2ccccc2F)cc1,1%,-11%[15.4 µM],15%[10 µM],-4%,-29%,7%,-1%,?
CCC(C)n1c(=S)[nH]c2ccccc2c1=O (stereo unspecified),1%,-5%,-5%,-4%,-10%,-4%,-3%,0%
CC(C)=CCC[C@](C)(O)C1CC=C(C)CC1 (stereo partly specified),-2%,.,-52%[inhibitor],-4%,.,18%,11%,0%
COc1nc(Oc2ccc(/C=N/O)cc2)nc(N(C)C)n1,-5%,5%,-6%,-3%,-1%,-2%,-1%,-2%
O=C(CCC(=O)OCc1cccc(C(=O)Oc2ccccc2)c1)Nc1cccc2ccccc12,?,3%,5%[10 µM],?,-7%,-1%,-1%,-19%
Cc1c(C(=O)N2CCOCC2)sc(NC(=O)c2ccc3c(c2)OCO3)c1C#N,9%,4%,-20%[10 µM],-4%,-8%,3%,-3%,-12%
O=C(Nc1cccnc1)C1CCCN1S(=O)(=O)c1ccc(Cl)c(Cl)c1 (stereo unspecified),0%,0%,-15%,-4%,-5%,0%,-2%,-3%
Cc1ccc(NC(=O)Cn2c(O)c(N=NC(=O)c3cc([N+](=O)[O-])ccc3O)c3ccccc32)cc1,7%,.,-81%[inhibitor][10 µM],-10%,-2%,2%,-17%,?

An excerpt from above in order of count of non-hydrogen atoms, largest number first.
smiles,Tau fibril FP,GAA inhib,HTT ATP protect,Tau fluor cs,GAA glycogen,aGal spleen mod,GAA spleen mod,Tau fibril ThT
CC[C@H](C)[C@H](NC(=O)[C@H](C)NC(=O)[C@H](CC(N)=O)NC(=O)[C@H](CCCCN)NC(=O)[C@H](Cc1ccccc1)NC(=O)[C@H](CC(C)C)NC(=O)[C@@H](NC(=O)[C@@H](NC(=O)[C@H](CC(C)C)NC(=O)[C@@H]1CCCN1C(=O)[C@@H](NC(=O)[C@H](CCC(N)=O)NC(=O)[C@H](CO)NC(=O)[C@H](CCCCN)NC(=O)[C@H](CCC(=O)O)NC(=O)[C@H](CO)NC(=O)[C@@H](NC(=O)[C@H](CCSC)NC(=O)[C@H](Cc1ccccc1)NC(=O)CNC(=O)CNC(=O)[C@@H](N)Cc1ccc(O)cc1)[C@@H](C)O)[C@@H](C)O)C(C)C)[C@@H](C)O)C(=O)N[C@H](C(=O)N[C@@H](CCCCN)C(=O)N[C@@H](CC(N)=O)C(=O)N[C@@H](C)C(=O)N[C@@H](Cc1ccc(O)cc1)C(=O)N[C@@H](CCCCN)C(=O)N[C@@H](CCCCN)C(=O)NCC(=O)N[C@@H](CCC(=O)O)C(=O)O)[C@@H](C)CC,-4%,.,-13%,-2%,.,-13%&0%,3%&9%,5%
Cc1nn(C)cc1C1C2=C(CC(C)(C)CC2=O)OC2=C1C(=O)CC(C)(C)C2,-3%,-7%,44%[10 µM],0%,-9%,8%,2%,-7%
O=C(Cc1cccc2ccccc12)Nc1ccc(OC(F)F)c(Cl)c1,?,-8%,23%[0.074 µM],?,-12%,4%,-8%,4%

2 consecutive compounds already listed, quoted:
smiles,Tau fibril FP,GAA inhib,HTT ATP protect,Tau fluor cs,GAA glycogen,aGal spleen mod,GAA spleen mod,Tau fibril ThT
O=C(NCc1cccc(Cl)c1)c1cccnc1,4%,-9%,-2%[0.074 µM],2%,-2%,2%,4%,-3%
CS(=O)(=O)N(CC(=O)N1CCc2ccccc2C1)Cc1ccccc1,5%,-7%,-5%,-7%,6%,5%,-14%,-4%

Additional structures
smiles,Tau fibril FP,GAA inhib,HTT ATP protect,Tau fluor cs,GAA glycogen,aGal spleen mod,GAA spleen mod,Tau fibril ThT
O=C(COC(=O)c1cccc(S(=O)(=O)N2CCc3ccccc32)c1)Nc1ccc(Cl)cn1,2%,-8%,7%[1.9 µM],?,-10%,5%,-3%,-5%
CCOc1ccc(NC(=O)Cn2cc(C(=O)c3ccc(C)c(C)c3)c(=O)c3cc(F)ccc32)cc1,-4%,.,.,-23%,9%[76.3 µM],.,.,1%
CCOC(=O)c1cc2c(=O)n3ccccc3nc2n(C(C)C)c1=NC(=O)C(C)(C)Oc1ccc(Cl)cc1,3%,.,.,-11%,13%[76.3 µM],.,.,-12%
O=C(NN1C(=O)/C(=C/C=C/c2ccccc2)SC1=S)c1ccncc1,-11%,-14%,?,?,-4%,0%,-2%,11µM*
COc1ccc2[nH]c3nc(SCC(=O)Nc4ccc5c(c4)OCO5)nnc3c2c1,-12%,9%,-63%[inhibitor][10 µM],-19%,-4%,-1%,0%,?
CCCN1CCN(CCNC(=O)Nc2ccc(OC)cc2OC)CC1,5%,.,.,3%,-3%[76.3 µM],.,.,7%
Cc1cc(=O)n2[nH]c(-c3sccc3-n3c(C)ccc3C)cc2n1,-10%,-7%,-9%,-26%,26%,10%,-6%,?
Nc1cc(=O)nc(SCC(=O)Nc2cccc(Cl)c2)n1CCc1ccccc1,-15%,.,.,?,-4%[76.3 µM],.,.,5%
Cc1cc(C(=O)Nc2cnn(Cc3ccc(Cl)cc3Cl)c2)no1,-15%,5%,-27%,-12%,-22%,3%,-1%,1%
Cc1c(CNC2CCCCC2)c(C(=O)O)c(C)n1Cc1cccc(Cl)c1,3%,.,.,-6%,22%[76.3 µM],.,.,-3%
COc1ccc(NC(=O)CCS(=O)(=O)c2ccccc2)c(OC)c1,4%,7%,23%[10 µM],2%,-15%,5%,-6%,0%
O=C(CSc1nncs1)NC(=O)Nc1ccc2c(c1)OCCO2,-3%,-3%,14%[10 µM],-8%,9%,4%,-3%,-13%
Cc1ccc(-c2cnn(-c3cccc(C(F)(F)F)c3)c2N)cc1,5%,0%,-13%,-23%,-1%,-10%,0%,?
Cc1ccc(C2CC(c3ccccc3OC(F)F)Nc3ncnn32)cc1 (stereo unspecified),2%,-4%,-8%[1.9 µM],-7%,0%,2%,-2%,7%
CNc1nc(-c2ccc(OC)cc2)c(-c2ccc(OC)cc2)s1,11%,-8%,-33%,?,-22%,-1%,21%,?
